# PAFAH2 FP inh – PAFAH2 (human) inhibition; Q99487; recombinant PAFAH2, FP-rhodamine activity probe, fluorescence polarization; inhibition, % at 3.39 µM; 340,000 tested, 0.99% active; AID 492956;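 active = inhibition above the mean over all tested compounds plus 3 SD, cut at about 30% in these data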;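 note: inhibitors block probe labeling of enzyme so polarization drops; 0% = enzyme with DMSO and 100% = wells lacking PAFAH2 protein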
# PREPL inh – human PREPL enzyme inhibition | inhibition, % at 5.96 µM | AID 2751 | recombinant PREPL, fluorescence polarization activity-based probe | 320,000 tested, 0.68% active | Q4J6C6; in the data active = inhibition above about 43%;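 note: 0% = enzyme with DMSO and 100% = wells lacking enzyme; many of its hits are not listed in these tables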
# pPAFAH FP inh – pPAFAH (human) enzyme inhibition; recombinant pPAFAH, FP-rhodamine probe fluorescence polarization; inhibition, % at 3.39 µM; Q13093; 330,000 tested, 1.5% active; AID 463082;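 active = inhibition above the mean inhibition across the screen plus 3 SD, cut at about 25% in these data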;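 note: inhibitors block binding of the rhodamine activity-based probe so polarization drops; 0% = enzyme with DMSO and 100% = wells lacking pPAFAH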
# Target sequence (Q13093 whole entry, looked up): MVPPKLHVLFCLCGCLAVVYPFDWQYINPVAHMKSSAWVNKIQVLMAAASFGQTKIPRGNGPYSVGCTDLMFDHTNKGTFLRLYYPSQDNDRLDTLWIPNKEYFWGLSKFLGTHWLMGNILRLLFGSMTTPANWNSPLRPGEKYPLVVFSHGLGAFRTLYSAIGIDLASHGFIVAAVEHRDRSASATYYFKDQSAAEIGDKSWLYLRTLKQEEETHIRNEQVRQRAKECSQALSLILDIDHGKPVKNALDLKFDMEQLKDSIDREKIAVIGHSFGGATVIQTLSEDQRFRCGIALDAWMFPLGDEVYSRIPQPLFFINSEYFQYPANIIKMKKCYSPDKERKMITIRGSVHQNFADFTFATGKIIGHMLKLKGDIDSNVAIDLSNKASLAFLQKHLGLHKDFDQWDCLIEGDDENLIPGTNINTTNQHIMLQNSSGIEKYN
# PAFAH1B3 inh – blocks human PAF acetylhydrolase 1B catalytic subunit 3 | Q15102 | recombinant PAFAH1B3, FP-rhodamine probe, fluorescence polarization | inhibition, % at 3.39 µM | 340,000 tested, 0.28% active;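 active = inhibition above the screen-wide average of all tested compounds plus 3 SD, cut at about 25% in these data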;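 note: 0% = enzyme with DMSO only and 100% = wells lacking PAFAH1B3 protein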
# PAFAH1B2 FP inh – PAFAH1B2 (human) inhibition; 340,000 tested, 1.2% active; AID 492953; recombinant PAFAH1B2, FP-rhodamine activity probe, fluorescence polarization; inhibition, % at 3.39 µM;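 active = inhibition above the mean of all tested compounds plus 3 SD, cut at about 24% in these data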;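 note: 0% = enzyme with DMSO and 100% = wells lacking PAFAH1B2; many of its hits are not listed in these tables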
# Target sequence (P68402 whole entry, looked up): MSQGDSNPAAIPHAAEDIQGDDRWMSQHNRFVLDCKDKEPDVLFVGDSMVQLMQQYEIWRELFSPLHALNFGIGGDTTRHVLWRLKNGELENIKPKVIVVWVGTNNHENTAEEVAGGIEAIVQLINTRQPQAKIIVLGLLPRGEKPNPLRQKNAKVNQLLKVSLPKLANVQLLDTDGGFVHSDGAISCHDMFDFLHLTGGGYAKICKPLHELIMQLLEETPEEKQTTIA
# LYPLA1 inh – counter-screen for PME1 inhibitors: inhibitors of human LYPLA1. O75608. recombinant LYPLA1, FP-Rh probe fluorescence polarization. inhibition, % at 5.9 µM. 320,000 tested, 0.16% active;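 active = inhibition above the mean of all tested compounds plus 3 SD, set per campaign, cut at about 14% in these data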;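 note: inhibitors block serine hydrolase probe labeling of LYPLA1 so polarization falls; 0% = enzyme with DMSO and 100% = wells lacking LYPLA1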
# LYPLA2 inh – LYPLA2 (human) inhibition in PME1 counter-screen. recombinant LYPLA2, FP-Rh probe fluorescence polarization. inhibition, % at 5.9 µM. 320,000 tested, 0.38% active. AID 2177;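 active = inhibition above the screen-wide mean plus 3 SD, limit set per campaign, cut at about 26% in these data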;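 note: 0% = LYPLA2 with DMSO and 100% = wells lacking LYPLA2 enzyme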
# Target sequence (O95372 whole entry, looked up): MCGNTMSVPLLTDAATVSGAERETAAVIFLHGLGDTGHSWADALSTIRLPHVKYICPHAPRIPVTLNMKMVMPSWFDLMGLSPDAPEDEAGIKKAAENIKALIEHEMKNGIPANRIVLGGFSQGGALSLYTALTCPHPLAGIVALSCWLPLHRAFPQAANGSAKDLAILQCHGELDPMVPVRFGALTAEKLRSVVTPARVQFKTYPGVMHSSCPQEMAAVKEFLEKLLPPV
# EBNA-1 inh – blocks EBNA-1 binding to DNA | inhibition, % at 14.8 µM | AID 1950 | EBNA-1 DNA binding, fluorescence polarization | 300,000 tested, 0.34% active; in the data active = inhibition above about 28%
# ZTA counter – blocks Epstein-Barr virus ZTA, an EBNA-1 counter-screen; P03206; ZTA-DNA binding, fluorescence polarization; inhibition, % at 11 µM; 320,000 tested, 0.15% active; AID 2234; in the data active = inhibition above about 33%
# The depositor's hits bear a star; . = no result given. The list is partial; the hit share may differ from the screen's.
SMILES,PAFAH2 FP inh,PREPL inh,pPAFAH FP inh,PAFAH1B3 inh,PAFAH1B2 FP inh,LYPLA1 inh,LYPLA2 inh,EBNA-1 inh,ZTA counter
Cn1c(=O)[nH]c(=O)c2c1nc(N(CCO)Cc1ccccc1)n2Cc1ccccc1Cl,2,14,3,1,-2,2,4,4,5
N#Cc1c(-c2ccc(F)cc2)cc(C2CC2)nc1SCC(=O)c1cccs1,-9,2,-1,-4,7,-4,0,7,0
Cc1ccccc1CSc1nc(C(C)(C)C)cc(=O)[nH]1,.,-8,6,.,.,1,1,-4,-2
COc1cc(NS(=O)(=O)c2ccc3[nH]c(=O)oc3c2)cc(OC)c1,.,-1,4,.,.,1,6,-9,-18
O=C(OCc1cc(=O)n2c(n1)sc1ccccc12)c1cccc(O)c1,-7,-3,3,1,-7,-8,-6,0,9
CCOCCCNC(=O)CCc1nnc2n(CCC(C)C)c(=O)c3ccccc3n12,2,3,-3,2,0,0,2,0,13
CC(=O)Oc1ccc(N(C(C)=O)S(=O)(=O)c2ccc(Cl)cc2)c2ccccc12,-8,18,-4,16,-1,-1,1,-7,-12
Cc1cc(C)nc(/N=C2\NC(=O)CC3C(=O)NCCN23)n1 (stereo not given),-4,8,6,2,10,2,1,0,-7
O=C(O)c1ccccc1C(=O)NCC(O)COCC1CC=CCC1 (stereo not given),4,9,7,8,1,0,7,0,-2
O=[N+]([O-])c1ccc(Sc2ccccc2)nc1,-3,16,-3,6,0,-2,17,15,-5
Cn1c(=O)[nH]c2ccc([N+](=O)[O-])nc21,-1,-7,-2,9,4,-4,-3,-2,-5
COc1ccc(NC(=O)c2ccc(CN3CCc4ccccc4C3)cc2)c(OC)c1,1,3,10,2,-3,-3,5,-3,-1
CCN(CC)S(=O)(=O)c1ccc(-c2nnc(SCC(=O)Nc3ccc(OC)c(OC)c3)o2)cc1,-2,11,2,2,-1,-2,-5,1,-2
CCOC(=O)c1oc2ccc(Br)cc2c1COC(=O)C1=COCCO1,4,-7,4,12,-1,3,-3,-5,14
O=C1CCCCN1CC(=O)N1CCCC(Nc2ccc(F)cc2)C1 (stereo not given),-5,4,3,-4,4,2,3,3,11
CC(=O)c1ccccc1NS(C)(=O)=O,-8,7,-3,-1,-1,-1,-1,-6,-3
CCOC(=O)c1ccccc1NC(=O)CSc1nc2ccccc2c(=O)[nH]1,-2,-13,-1,2,4,3,4,3,-4
COc1ccc(NC(=O)CSc2nnc(-c3ccc(C)cc3)n2N)cc1,-8,9,7,11,7,-2,2,3,7
Cn1c(SC2CCCCC2=O)nnc1-c1ccccc1F (stereo not given),0,0,-1,9,8,3,7,-13,-8
O=C(Oc1ccc(=O)n(-c2ccccc2)n1)c1ccc(Cl)cc1,-7,-1,4,-8,0,2,4,2,-8
Cc1ncc([N+](=O)[O-])n1CC(=O)Nc1cc(Cl)ccc1Cl,1,19,3,4,5,-2,5,14,6
COc1ccc(N=Nc2c(C)[nH][nH]c2=O)cc1,-5,13,-2,3,-3,4,0,-14,8
Cn1c(COc2ccc(F)cc2)nc2ccccc21,7,-5,1,5,5,5,1,-11,-8
COc1ccc(NS(=O)(=O)c2ccc(S(=O)(=O)N3CCCC3)cc2)cc1,-3,-4,22,9,1,-1,7,-7,-16
OCC[C@@H]1C[C@H](O)[C@@H](O)[C@@]2(CCCc3ccccc3O2)O1,1,-6,2,13,7,2,-2,2,3
O=C(CCSc1nnc2ccc3ccccc3n12)Nc1ccc(F)cc1,7,5,-2,2,1,1,-3,4,12
CCOC(=O)C(=CNCC(=O)O)C(=O)OCC,5,9,0,4,1,0,-3,11,2
CC(CCc1ccccc1)NCC(O)c1cccc([N+](=O)[O-])c1 (stereo not given),-1,-1,2,6,-1,1,2,-1,-27
CS(=O)(=O)c1nc(S(=O)(=O)c2ccc(Cl)cc2)c(N2CCN(CCO)CC2)s1,3,2,5,8,2,-2,3,0,19
CCOC(=O)c1[nH]c(=O)[nH]c1CSCCO,3,6,2,4,1,-2,1,-8,-12
Cc1cc(Nc2ccccc2)cc(=O)n1C,10,25,0,5,4,-3,1,8,20
NC(=O)C1=C[C@H](c2ccc(C(F)(F)F)cc2)C[C@H](OCc2ccc(CO)cc2)O1,-5,11,8,4,1,30*,13,-10,-31
COC(=O)c1cc(=O)n2c(-c3ccc(OC)cc3)csc2n1,1,15,0,4,7,-2,3,-3,-23
CCCCc1cc2c(cc1NC(=O)CN1CCCCC1)OCCO2,-2,6,6,1,-3,0,-3,-1,-1
O=C(COC(=O)c1ccccn1)NNC(=O)c1ccc([N+](=O)[O-])cc1,6,6,2,6,1,-1,3,-6,15
COC(=O)C1=C(C)N(Cc2ccccc2)C(=NCCCCO)N[C@H]1CCc1ccccc1,3,24,2,5,8,-1,-4,0,-2
COc1ccc(CCNC(=O)c2ccc3c(c2)NC(=O)C(CSCc2cc(C)ccc2C)N3)cc1OC (stereo not given),.,-2,-1,.,.,-18,-17,5,-8
COc1cccc(C(=O)Nc2nnc(S(=O)(=O)N3CCOCC3)s2)c1,2,-1,0,17,5,-2,0,11,3
CN(C)CCOc1ccc2c(c1)Sc1ccccc1CC2=O,0,-24,-6,-2,0,-1,5,-5,-5
Cc1cccc(NC(=O)c2cc(C)nc3ccccc23)c1,0,-5,0,4,9,-3,-4,3,8
C/C(=N\NC(=O)c1cccc(N/N=C(\C)c2ccc([N+](=O)[O-])cc2)c1)c1ccc([N+](=O)[O-])cc1,-9,12,2,-8,0,0,3,8,-2
Cc1cc2nn(-c3cccc4ccccc34)nc2cc1N,1,4,5,5,-2,-1,1,8,1
CCOC(=O)CSc1nnc(-c2cccnc2)o1,9,-1,-2,-6,1,-2,4,-9,1
COc1ccc(-c2noc(-c3ccc(C)cc3)n2)cc1,2,-4,5,6,2,0,4,9,1
Cc1cc(C)cc(OCC(=O)N/N=C\c2cn(C)nc2C)c1,1,7,11,3,-6,-2,0,-7,7
CCCCC(=O)N/N=C(\C)CC(=O)Nc1ccccc1Br,-13,0,1,2,1,1,-5,1,-5
CC(C)CN(C(=O)Cn1nnc(-c2ccc(F)cc2)n1)C1CCS(=O)(=O)C1 (stereo not given),5,23,-1,1,-2,2,2,7,-6
Cc1ccc(S(=O)(=O)N2CCC(C(=O)OCC(=O)N(CCC#N)c3ccc(F)cc3)CC2)cc1C,4,8,2,-3,8,4,3,-11,-2
CCN(C(=O)Cc1cccs1)c1nnc(-c2cc(OC)c(OC)c(OC)c2)s1,1,-5,6,6,6,-3,-3,4,-4
Cc1cc(C)n2c(SCCO)nnc2n1,-2,-6,-1,2,1,-1,-2,9,8
# (more compounds)
SMILES,PAFAH2 FP inh,PREPL inh,pPAFAH FP inh,PAFAH1B3 inh,PAFAH1B2 FP inh,LYPLA1 inh,LYPLA2 inh,EBNA-1 inh,ZTA counter
Cc1nc(C)c(C(=O)Nc2ncc([N+](=O)[O-])s2)o1,15,6,21,9,8,2,12,0,-8
O=C(c1ccc(OC2CCN(C/C=C/c3ccc(F)cc3)CC2)cc1)N1CCCC1,1,18,10,2,0,-1,24,0,9
COc1ccc(CNc2ccc(C)cc2)cc1Br,1,17,0,17,3,-1,0,-6,4
C/C(=N\NC(=O)COc1ccc(C(C)(C)C)cc1)c1ccc(OC(F)F)cc1,-3,4,3,9,13,-12,-5,-1,14
CCc1c(C(=O)NNC(=S)NCC(C)C)csc1C,10,15,-1,0,3,-2,1,6,1
CCn1nc(C(=O)OCC(=O)N2c3ccccc3CC2C)c2ccccc2c1=O (stereo not given),-7,-39,3,0,-2,-4,4,10,7
COc1ccc(OCC(=O)N2CCN(C(=O)c3ccc([N+](=O)[O-])cc3)CC2)cc1,1,-5,4,1,1,-1,4,6,13
CCOC(=O)c1ccc(NS(=O)(=O)c2cc(-c3nnnn3CC)ccc2OC)cc1,1,6,3,5,4,-2,6,3,4
CC(=O)c1cccc(NC(=S)N2CCCC2)c1,1,10,3,-7,-2,2,12,11,-19
O=C(CCC(=O)c1cccs1)NCc1cccnc1,5,-6,15,8,-1,2,3,0,-8
Cc1nnc(SCCCOc2ccccc2)nc1C,4,4,2,6,3,-2,1,-1,-8
COc1cccc(C(=O)NNC(=O)C(=O)Nc2cccc(Cl)c2C)c1,-9,-4,1,7,-1,-5,3,6,10
Cc1csc(=O)n1CCC(=O)NCc1ccc(F)cc1,-4,-3,4,12,1,.,.,.,.
O=C(Nc1nnc(SCC(=O)N2CCOCC2)s1)c1ccccc1Cl,1,10,0,7,3,1,2,-3,9
O=C(Nc1ccc(Cl)cc1)N1CCN(C(=O)C2CCCO2)CC1 (stereo not given),5,-5,-4,-1,0,-2,-4,-12,2
Cc1ccc(OCC(O)Cn2c3ccccc3c3ccccc32)cc1 (stereo not given),-3,0,-1,-5,8,-10,-13,0,-3
CCN(c1ccccc1C)S(=O)(=O)c1cc2c3c(c1)CCN3C(=O)CC2,2,-4,2,8,5,3,0,2,5
O=C(NC1=NCCS1)C1COc2ccccc2O1 (stereo not given),1,7,5,5,1,1,-1,2,-6
COc1ccc(S(=O)(=O)NCCSCc2ccco2)cc1,9,16,4,9,1,-4,-3,4,-1
COc1cccc(-c2cc(C(=O)Nc3cc(C)nn3-c3ccccc3)no2)c1,6,4,-7,-7,-4,-5,0,-1,-8

# Exported tab-delimited: 5 of the compounds above.
Molecule	PAFAH2 FP inh	PREPL inh	pPAFAH FP inh	PAFAH1B3 inh	PAFAH1B2 FP inh	LYPLA1 inh	LYPLA2 inh	EBNA-1 inh	ZTA counter
Cc1ccc(OCC(O)Cn2c3ccccc3c3ccccc32)cc1 (stereo not given)	-3	0	-1	-5	8	-10	-13	0	-3
CCN(c1ccccc1C)S(=O)(=O)c1cc2c3c(c1)CCN3C(=O)CC2	2	-4	2	8	5	3	0	2	5
O=C(NC1=NCCS1)C1COc2ccccc2O1 (stereo not given)	1	7	5	5	1	1	-1	2	-6
COc1ccc(S(=O)(=O)NCCSCc2ccco2)cc1	9	16	4	9	1	-4	-3	4	-1
COc1cccc(-c2cc(C(=O)Nc3cc(C)nn3-c3ccccc3)no2)c1	6	4	-7	-7	-4	-5	0	-1	-8

# Next section.
SMILES,PAFAH2 FP inh,PREPL inh,pPAFAH FP inh,PAFAH1B3 inh,PAFAH1B2 FP inh,LYPLA1 inh,LYPLA2 inh,EBNA-1 inh,ZTA counter
CCOC(=O)C1=C(COC(=O)CCOc2cc(C)ccc2C)NC(=O)NC1C (stereo not given),-3,5,11,1,-2,0,-2,.,4
COc1ccnc(Oc2ccc(F)cc2)c1C(=O)N/C=N/OCc1cccc(F)c1,4,6,13,5,6,-1,0,-16,-1
COc1cccc(NC(=O)CSc2nnnn2C(C)C)c1,6,-1,-1,3,1,-1,4,3,-26
Cc1ccc2cccc(N)c2n1,7,1,5,5,3,0,4,-9,-3
N=c1n(CC(=O)c2cccc([N+](=O)[O-])c2)c2ccccc2n1Cc1ccccc1,0,9,6,5,2,4,8,-5,21
CC1CCC(C(C)C)C(OC(=O)COC(=O)c2ccc(N)cc2)C1 (stereo not given),53*,4,7,-4,15,-5,-1,7,3
Cc1ccc(S(=O)(=O)N2CCC(C(=O)N3CCN(c4ccccn4)CC3)CC2)cc1,2,5,3,5,-1,6,7,2,-7
Cc1cc(C)cc(OCCCCCNCCO)c1,3,1,-5,-7,3,0,1,-9,-13
CCOC(=O)C1CCN(C(=O)CN2C(=O)c3ccccc3Sc3ncccc32)CC1,2,1,0,-2,0,-2,4,9,9
O=C(Nc1ccon1)c1csc2c1CCCC2,-1,1,6,7,1,0,1,0,-6
Cc1ccc(/C(N)=N/OC(=O)CCc2ccccc2)cc1,3,7,4,2,9,-3,-4,-2,7
Clc1ccccc1Oc1cnc2ccccc2n1,-5,-2,4,10,3,-2,7,2,-10
COc1cccc(N2CCN(S(=O)(=O)c3ccc(CN4C(=O)c5cccnc5C4=O)cc3)CC2)c1,3,4,4,6,6,1,7,6,3
